RGS4-Gao reg = modulates binding of RGS4 to human Galphao. P09471. Multiplexed bead flow cytometry; actives lie on both sides. binding response (% of control), % at 10 µM. 0.33% of 220,000 active; in the data active means binding response below about 49% or above about 150%; inactive means in between;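 further: fluorescent Galphao activated with aluminum fluoride binding bead-coupled RGS4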
Target sequence (P09471 whole entry, looked up): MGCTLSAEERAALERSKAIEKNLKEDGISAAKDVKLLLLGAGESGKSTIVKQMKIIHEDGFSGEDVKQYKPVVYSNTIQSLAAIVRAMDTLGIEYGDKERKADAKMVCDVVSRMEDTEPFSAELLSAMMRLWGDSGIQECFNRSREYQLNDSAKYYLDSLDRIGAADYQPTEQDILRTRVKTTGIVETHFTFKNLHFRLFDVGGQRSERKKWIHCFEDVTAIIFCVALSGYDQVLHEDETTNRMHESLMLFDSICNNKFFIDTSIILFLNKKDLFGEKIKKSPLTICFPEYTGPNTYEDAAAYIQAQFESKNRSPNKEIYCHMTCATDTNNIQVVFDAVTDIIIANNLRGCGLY
RGS8-Gao = human RGS8-Galphao interaction regulation; P09471; multiplexed bead flow cytometry, RGS8-Galphao binding; actives lie on both sides; response (percent of control binding), % at 10 µM; 0.34% of 220,000 active; AID 1423; in the data active means response below about 60% or above about 140%; inactive means in between;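 further: Galphao activated as the GDP aluminium fluoride complex binding bead-coupled RGS8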
RGS7-Gao = modulates binding of RGS7 to human Galphao; binding response (% of control), % at 10 µM; P09471; Multiplexed bead flow cytometry; actives lie on both sides; 0.35% of 220,000 active; in the data active means binding response below about 49% or above about 150%; inconclusive means no clear call, values can overlap the other calls; inactive means in between;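 further: fluorescent Galphao held in activated GDP-AlF4 state binding bead-coupled RGS7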
Mcl1-Bid inh = disrupts binding of human Mcl-1 to Bid peptide; Q07820; TR-FRET Mcl-1/Bid-Dy647 peptide binding, 1536-well; inhibition, % at 21.7 µM; 0.97% of 220,000 active; AID 1021;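 active means compounds that cut the binding signal by more than half at the single screening dose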;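 further: His-tagged Mcl-1 with europium anti-His antibody binding Bid BH3 peptide; 0% = Mcl-1 plus peptide wells and 100% = peptide-only wells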
Target sequence (Q07820 whole entry, looked up): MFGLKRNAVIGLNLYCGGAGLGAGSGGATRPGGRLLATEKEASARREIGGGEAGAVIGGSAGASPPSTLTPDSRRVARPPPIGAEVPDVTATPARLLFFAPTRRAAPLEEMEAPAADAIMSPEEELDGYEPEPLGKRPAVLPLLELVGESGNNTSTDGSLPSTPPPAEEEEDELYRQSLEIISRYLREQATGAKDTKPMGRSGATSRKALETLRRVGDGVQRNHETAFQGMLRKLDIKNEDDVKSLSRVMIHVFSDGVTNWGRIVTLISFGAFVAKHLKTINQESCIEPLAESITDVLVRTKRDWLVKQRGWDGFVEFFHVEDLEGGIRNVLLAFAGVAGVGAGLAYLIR
An asterisk follows results filed as active; ? = inconclusive; & = joins results of further samples.

SMILES	RGS4-Gao reg	RGS8-Gao	RGS7-Gao	Mcl1-Bid inh
COC(=O)c1ccc(CN2[C@H](C(=O)OC)C[C@@]3(O)[C@H](O)[C@H](O)[C@H](O)C[C@@H]23)cc1	107	105	?	-9
COc1ccc(C(=O)NCc2csc(-c3cccs3)n2)cc1	109	104	?	-4
COc1ccc(-c2coc3c(CN4CCOCC4)c(O)ccc3c2=O)cc1	104	102	?	-74
CC12CCC(C(=O)NC3CCCCC3)([C@H](Br)C1=O)C2(C)C (stereo not given in full)	98	97	?	-11
Oc1cccc2cnccc12	97	97	?	-81
CNc1cc([N+](=O)[O-])ccc1OCc1ccccc1	101	103	?	-98
O=C(Nc1cccc(F)c1)Nc1ccc2c(c1)C(=O)OC2	107	103	?	-12
O=S(=O)(Oc1ccccc1N1CCCCC1)c1ccccc1	98	101	?	-11
CS(=O)(=O)c1sc(C#N)c2c1C(=O)CC(c1ccccc1)C2 (stereo not given)	97	87	?	2
COc1ccccc1N=C1SC(C(=O)Nc2cccc(Cl)c2Cl)C(N)=C1C(N)=O (stereo not given)	104	103	?	41
CCCC(=O)OCC(=O)Nc1ccc([N+](=O)[O-])cc1C#N	113	104	?	0
C=CCSc1nnc(NC(=O)c2ccc(NC(C)=O)cc2)s1	104	102	?	-10
O=C(O)C(Cc1ccc(O)cc1)N1C(=O)C2CCCCC2C1=O (stereo not given)	97	100	?	-7
COc1ccc(C2/C=C\CN(S(=O)(=O)c3ccc(C)cc3)CC(=O)N2Cc2ccc(F)cc2)cc1 (stereo not given)	99	102	?	-50
Cc1nn(Cc2nnc(SCC(=O)Nc3cccc(C(F)(F)F)c3)n2C)c(C)c1[N+](=O)[O-]	103	102	?	-33
Oc1cccc(/C=N/N2CCN(C3c4ccccc4-c4ccccc43)CC2)c1	103	100	?	-30
Cn1nc(-c2ccccc2)cc1NC(=O)c1cccs1	102	102	?	-10
CCc1nnc(NC(=O)C(CC)CC)s1	95	100	?	-41
CCOC(=O)N1CCc2c(sc(NC(=O)CN3CCOCC3)c2C#N)C1	67	95	?	-8
CC#CC#Cc1cccc(=O)o1	96	102	?	-2
O=C(NCCCCc1ccccc1)C1CC(c2cccc(F)c2)=NO1 (stereo not given)	101	103	?	-20
CCOC(=O)N1CCN(c2c(N3CCN(c4ccccc4F)CC3)c(=O)c2=O)CC1	99	99	?	-33
C=CCNC(=O)c1ccc2c3n(nc2c1)-c1ccc(C)cc1CO3	102	99	?	-68
NC(C(=O)O)C(c1ccccc1)C(F)F (stereo not given)	100	103	?	-13
Cc1cc(C(=O)N2CCN(c3ncccn3)CC2)nn1C	100	101	?	-1
O=C(O)CSc1nnc(-c2ccccc2)c(-c2ccccc2)n1	105	105	?	-18
CCN1C(=O)N[C@@H](c2cccs2)C(C(C)=O)=C1C	94	97	?	-14
Cc1cccc(C)c1N1C(=O)[C@@H]2C(c3ccccc3Cl)=NO[C@@H]2C1=O	94	96	?	-12
CCS(=O)(=O)c1ccc(O)c(NC(=O)Nc2ccccc2OC)c1	100	99	?	-45
COc1ccc2[nH]c(C(=O)NCCN3CCOCC3)cc2c1	98	97	?	-18
COc1ccc(CN(CCC#N)CCC2(c3ccccc3)CC(C)N(C)CC2C)cc1OC (stereo not given)	90	95	?	-18
NS(=O)(=O)c1ccc(CCNC(=O)CSc2ccc(Cl)cc2Cl)cc1	104	99	?	-60
COc1cccc(C2C([N+](=O)[O-])=C(N)Oc3cc(C)oc(=O)c32)c1 (stereo not given)	104	101	?	-60
Cc1cccc(CNc2ccc(C(CC(N)=O)NC(=O)Cc3cccc4ccccc34)cc2[N+](=O)[O-])c1 (stereo not given)	101	102	?	-11
O=C(NC12CC3CC(CC(C3)C1)C2)c1ccc(N2CCNCC2)c([N+](=O)[O-])c1	93	101	?	-23
COC(=O)c1c(C)noc1-c1snnc1C	102	99	?	-8
COC(=O)c1sccc1NC(=O)CC1C(=O)NCCN1C(=O)Nc1cc(Cl)ccc1OC (stereo not given)	103	101	?	-5
Oc1ccc(C(=S)N2CCN(Cc3ccccc3)CC2)cc1	97	97	?	-133
O=S1(=O)[C@H]2CC3O[C@]2(C[C@@H]3c2ccc(F)cc2)CN1Cc1ccc(Cl)cc1	89	95	?	-21
CCOc1cc(/C=N/NC(=O)c2cccnc2)ccc1O	95	98	?	-100
NC(=O)c1cc(NC(=O)CCCc2nc3ccccc3s2)cc(C(N)=O)c1	96	97	?	-6
Cc1ccc(S(=O)(=O)N2CCOC2CNC(=O)C(=O)NCCc2ccccc2)cc1 (stereo not given)	97	101	?	-13
COc1ccc(-c2cccc(C3CC=CC4C3C(=O)N(Cc3ccccc3)C4c3ccc(C(F)(F)F)cc3)c2)cc1 (stereo not given)	98	98	?	-62
COc1cccc(N2CCN(C(=O)c3ccc4nc(N5CCC(C)CC5)sc4c3)CC2)c1	101	101	?	-41
C/C(=N\NC(=O)C(=O)Nc1c(C)n(C)n(-c2ccccc2)c1=O)c1ccc(Cl)s1	94	101	?	-4
Clc1nc2nc3n(c2nc1Cl)CCC3	141	128	?	11
Cc1cc(C(=O)CSc2cccc[n+]2[O-])c(C)n1-c1ccc(OC(F)F)cc1	113	104	?	-58
N#Cc1c(N2CCOCC2)nc(N)c2c(N)nc3c(c12)CC(CCl)O3 (stereo not given)	133	120	?	-22

Look-ups from above.
O=S1(=O)[C@H]2CC3O[C@]2(C[C@@H]3c2ccc(F)cc2)CN1Cc1ccc(Cl)cc1 in RGS4-Gao reg → 89
NC(=O)c1cc(NC(=O)CCCc2nc3ccccc3s2)cc(C(N)=O)c1 in RGS8-Gao → 97

A different layout for part of the listing above:
compound | RGS4-Gao reg | RGS8-Gao | RGS7-Gao | Mcl1-Bid inh
Clc1nc2nc3n(c2nc1Cl)CCC3 | 141 | 128 | ? | 11
COc1cccc(N2CCN(C(=O)c3ccc4nc(N5CCC(C)CC5)sc4c3)CC2)c1 | 101 | 101 | ? | -41
Cc1cc(C(=O)CSc2cccc[n+]2[O-])c(C)n1-c1ccc(OC(F)F)cc1 | 113 | 104 | ? | -58
COC(=O)c1sccc1NC(=O)CC1C(=O)NCCN1C(=O)Nc1cc(Cl)ccc1OC (stereo not given) | 103 | 101 | ? | -5
Oc1ccc(C(=S)N2CCN(Cc3ccccc3)CC2)cc1 | 97 | 97 | ? | -133

Following part.
SMILES	RGS4-Gao reg	RGS8-Gao	RGS7-Gao	Mcl1-Bid inh
O=C(OCc1nnn(Cc2ccccc2)c1-c1c(COC(=O)c2ccccc2)nnn1Cc1ccccc1)c1ccccc1	101	100	?	-27
CC(Sc1nnnn1-c1ccc(O)cc1)c1nc2ccccc2c(=O)[nH]1 (stereo not given)	87	100	?	16
COc1cc(/C=N/NC(=O)c2ccc3nc[nH]c3c2)cc(OC)c1OC	87	92	?	1
N#Cc1c2ccccc2nc2ccccc12	96	101	?	-5
CCC1=C(OC(=O)N(CC)CC)N2C(=O)OC(=NCCc3c[nH]c4ccccc34)[C@]2(Cc2ccccc2)[C@H]2C1=CC[C@H]1C(=O)N(CC(=O)OC)C(=O)[C@H]12	102	99	?	-62
Cc1cc2c(=O)oc(-c3ccc(Br)cc3)nc2s1	106	104	?	26
COc1ccc(C2CC(=O)C3=C(C2)Nc2ccccc2N(C(=O)CCC(=O)O)C3c2ccc(F)cc2)cc1OC (stereo not given)	89	93	?	39
CC1=NNC(=O)C1CC(=O)N/N=C/c1cccs1 (stereo not given)	104	102	?	-99
COC(=O)/C=C1/S/C(=N/NC(=O)c2ccc(Cl)cc2Cl)NC1=O	109	105	?	-18
CCN(CC)CCN1C(=O)C(O)=C(C(=O)c2cc3cccc(OC)c3o2)C1c1ccc(F)cc1 (stereo not given)	100	99	?	-34
CC(O)[C@H]1CN=C(N)N1CCCCC1CCCCC1 (stereo not given in full)	98	99	?	-38
NC(=O)CC(NC(=O)c1ccccc1)c1ccc(NCCc2ccc(Cl)cc2)c([N+](=O)[O-])c1 (stereo not given)	100	95	?	-52
O=C1CCC/C(=N/NC(=O)c2sc3ccccc3c2Cl)C1	105	102	?	-202
O=C1COc2ccc(C(=O)CSc3nnc(NCc4ccccc4)s3)cc2N1	100	102	?	-74
CC(O)CCC(=O)NNC1CC(=O)N(c2ccccc2)C1=O (stereo not given)	102	102	?	-56
CCO[C@@H]1OC(C(=O)NCc2ccccc2)=C[C@H](C(C)(C)C)[C@H]1CCCO	101	102	?	-51
O=C(Nc1nc2cc3c(cc2s1)OCO3)c1ccc(N2C(=O)CCC2=O)cc1	76	86	?	-16
O=C(c1ccco1)N(Cc1ccc2c(c1)OCO2)Cc1cc2cc3c(cc2[nH]c1=O)OCO3	104	104	?	-4
COc1ccc(-c2ccc([C@H]3[C@H]4C=CC[C@@H](C)[C@@H]4C(=O)N3Cc3ccccc3)c(F)c2)cc1	102	94	?	-49
CN(C)c1ccc2c3c(ccc(N(C)C)c13)C(=O)OC2	72	82	?	-58
C/C=C/C=C/[C@H]1Cc2cc(O)cc(O)c2O1	101	104	?	-146
CCSC(=O)NC1CCCCC1	102	101	?	-9
CC1=CC(=O)CC2C1(C)CCC(C)C2(C)CCC(C)CC(=O)O (stereo not given)	94	100	?	-29
Cc1cc(OC(C(=O)O)c2ccccc2)c2c(C)c(Cc3ccccc3)c(=O)oc2c1 (stereo not given)	106	101	?	19
O=c1[nH]cnc2c1ncn2Cc1ccc([N+](=O)[O-])cc1	103	102	?	-2
CC(=O)c1ccc(NS(=O)(=O)c2ccc(N/C=C/C(=O)c3ccc(F)cc3)cc2)cc1	105	103	?	-28
C/C(CC(=O)Nc1ccc(Cl)cc1Cl)=N\NC(=O)c1ccncc1	98	98	?	-18
CN1CCN(C(=O)c2cc3sc4ccccc4c3s2)CC1	99	98	?	-34
N=c1sccn1CC(=O)Nc1ccc(S(N)(=O)=O)cc1	103	99	?	-25
COCCCNc1nc(N)c([N+](=O)[O-])c(Nc2cc(OC)ccc2OC)n1	102	98	?	-11
C=CCSc1nc(O)c(C2OC(=O)c3c2ccc(OC)c3OC)c(=O)n1-c1ccccc1 (stereo not given)	103	104	?	-17
C#CCOCCOCCOCCNc1nc(N2CCN(C(=O)[C@H](CCC(=O)O)n3cc(C(N)CO)nn3)CC2)nc(N2CCN(C(=O)[C@H](CCCCN)n3cc(C(N)CC(C)C)nn3)CC2)n1 (stereo not given in full)	104	103	?	-60
CCNC(=S)Nc1ccc(C)c(S(=O)(=O)Nc2ccccc2OC)c1	101	102	?	-94
C/C=C\C(=O)Nc1cccc(C2=NOC3(C2)C[C@H](C(N)=O)N(C(=O)/C=C/CC)C3)c1 (stereo not given in full)	110	104	?	-31
N#Cc1cnn2ccn(C3OC(CO)C(O)C3O)c12 (stereo not given)	87	91	?	-15
O=C1C2=C(CCCC2)C(=O)N1CNc1ccccc1	99	98	?	-17
C/C(=N/OC(=O)c1ccc(C(F)(F)F)cc1)c1oc(C)nc1C	100	102	?	-28
Cc1ccc(-c2n[nH]c(=S)n2/N=C/c2sccc2C)cc1	102	99	?	-30
Cc1ccc(NC(=O)CSc2n[nH]c(N)n2)cc1S(=O)(=O)N1CCOCC1	94	97	?	-23
O=C(NNc1cccc(Cl)c1)c1cccnc1Oc1ccccc1	101	101	?	-12
CN(C)Cc1nnnn1-c1ccccc1	87	93	?	0
COCCN(CCOC)S(=O)(=O)c1ccc(Cl)nc1	99	99	?	-10
COc1cc(/C=N/NC(=O)C2COc3ccccc3O2)ccc1O (stereo not given)	104	103	?	-36
CC(NCCC1(C(C)C)CCOC(C)(C)C1)c1cccs1 (stereo not given)	99	101	?	-10
Oc1ccc2ccccc2c1N=Nc1ccc(F)cc1	93&98	93&100	?	-56&15
CCOc1cc(/C=N/NC(=O)c2cc(C)n(-c3ccc(F)cc3)c2C)ccc1O	110	105	?	-34
O=c1[nH]nc(SCc2nnc(-c3cccc(Cl)c3)o2)n1C1CCCCC1	101	99	?	-15
Cc1csc2c(SCC(=O)NNC(=O)C(Cl)Cl)ncnc12	101	102	?	-10

Five entries drawn at random from the list so far:
SMILES	RGS4-Gao reg	RGS8-Gao	RGS7-Gao	Mcl1-Bid inh
Cc1csc2c(SCC(=O)NNC(=O)C(Cl)Cl)ncnc12	101	102	?	-10
Cc1ccc(-c2n[nH]c(=S)n2/N=C/c2sccc2C)cc1	102	99	?	-30
CN(C)Cc1nnnn1-c1ccccc1	87	93	?	0
O=c1[nH]nc(SCc2nnc(-c3cccc(Cl)c3)o2)n1C1CCCCC1	101	99	?	-15
C/C(=N/OC(=O)c1ccc(C(F)(F)F)cc1)c1oc(C)nc1C	100	102	?	-28

Next records.
SMILES	RGS4-Gao reg	RGS8-Gao	RGS7-Gao	Mcl1-Bid inh
CCCn1c(SCC(=O)NCCc2ccccc2)nnc1C(C)C	102	101	?	-9
COc1ccc(CNc2nc3nc(C)c(Cl)c(=O)n3[nH]2)cc1	74	94	?	3
Cc1cc(=O)n2c(n1)NC(=NCc1ccccc1)NC2c1ccccc1 (stereo not given)	102	101	?	5
COc1cc(/C=N/NC(=S)NCC2CCCO2)cc(OC)c1OC (stereo not given)	99	101	?	-67
Nc1nc(NC(=O)CCC(=O)O)nn1-c1ccccc1	93	99	?	-61
O=C(NC1CCCC1)c1ccc(Cn2c(=O)[nH]c3ccsc3c2=O)cc1	102	105	?	-32
CCN(CC)c1ccc(/C=N/Nc2nn[nH]n2)cc1	98	99	?	-51
COc1ccc(OCC(=O)N/N=C(\C)c2cccs2)cc1	102	102	?	47
COc1ccc(OC)c(/C=N/N=C(\N)c2nonc2N)c1	100	100	?	-42
COc1ccc(-n2cc(-c3ccc(Cl)cc3)[nH]c2=S)cc1	99	96	?	-6

These rows are one share of the data (hit frequency here may not be typical).
